Source: PubChem BioAssay (The Scripps Research Institute Molecular Screening Center)
CHO-K1 Ca antag: nonselective inhibitor or artifact in parental CHO-K1 cells | ATP-induced calcium, Fluo-8 fluorescence | 0.6% of 360,000 active | inhibition, % at 3 µM | AID 602250;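 active = inhibition above a per-plate cutoff, the plate's mean sample inhibition plus 3 SD, cut at about 24% in these data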;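 note: 0% = DMSO plus EC80 ATP and 100% = DMSO alone without ATP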
CHRM4 agonist: CHRM4 agonism in calcium assay. P08173. CHO-K1 hM4/Gqi5, Fluo-8 calcium fluorescence; vehicle 0%, full acetylcholine response 100%. activation, % at 3 µM. 0.14% of 360,000 active. AID 624127;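 active = activation above the run mean over all test wells plus 3 SD, cut at about 32% in these data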;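 note: peak over basal fluorescence ratio per well then scaled between controls; 0% = DMSO wells and 100% = acetylcholine at EC100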
Target sequence (P08173 whole entry, looked up): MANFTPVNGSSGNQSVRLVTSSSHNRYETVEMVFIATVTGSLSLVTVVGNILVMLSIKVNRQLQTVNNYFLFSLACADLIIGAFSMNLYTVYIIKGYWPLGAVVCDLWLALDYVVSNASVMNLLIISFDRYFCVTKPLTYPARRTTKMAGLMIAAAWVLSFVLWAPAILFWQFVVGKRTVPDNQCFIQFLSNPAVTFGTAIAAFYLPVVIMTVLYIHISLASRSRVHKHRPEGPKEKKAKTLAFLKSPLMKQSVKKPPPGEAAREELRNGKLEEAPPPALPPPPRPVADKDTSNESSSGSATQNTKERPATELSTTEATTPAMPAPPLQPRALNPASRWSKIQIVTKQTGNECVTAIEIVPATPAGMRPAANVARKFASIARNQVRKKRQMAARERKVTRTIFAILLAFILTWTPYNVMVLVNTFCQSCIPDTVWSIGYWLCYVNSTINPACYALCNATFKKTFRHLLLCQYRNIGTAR
M5 PAM: CHRM5 positive allosteric modulation; CHO-K1 hM5, Fluo-8 calcium, ACh EC20 PAM; 0% = ACh EC20, 100% = ACh EC100; 0.3% of 360,000 active; P08912; activation, % at 3 µM;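 active = activation above the run cutoff, the mean activation of all test compounds plus 3 SD, cut at about 18% in these data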
Target sequence (P08912 whole entry, looked up): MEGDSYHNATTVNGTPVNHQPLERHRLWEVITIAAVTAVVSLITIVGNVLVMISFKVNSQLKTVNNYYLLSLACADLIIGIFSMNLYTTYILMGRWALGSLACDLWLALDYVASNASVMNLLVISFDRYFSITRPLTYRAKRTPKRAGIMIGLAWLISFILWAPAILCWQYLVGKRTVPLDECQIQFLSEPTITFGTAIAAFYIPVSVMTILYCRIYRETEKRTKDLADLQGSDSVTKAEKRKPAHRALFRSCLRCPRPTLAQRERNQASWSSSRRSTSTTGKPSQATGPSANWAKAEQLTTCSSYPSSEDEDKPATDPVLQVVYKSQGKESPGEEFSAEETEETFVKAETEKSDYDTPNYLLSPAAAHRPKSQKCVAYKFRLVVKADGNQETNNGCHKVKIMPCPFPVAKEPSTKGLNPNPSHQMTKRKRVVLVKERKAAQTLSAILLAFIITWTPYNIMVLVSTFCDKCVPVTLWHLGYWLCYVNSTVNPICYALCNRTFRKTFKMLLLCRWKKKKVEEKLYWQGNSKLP
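system = human M5 receptor in CHO-K1 cells | reagent = EC20 acetylcholine as agonist stimulus | compound dosing = single-point, 3 µM nominal | incubation = Fluo-8 loading 80 min at 37 °C plus 30 min room temperature | detection = Fluo-8 calcium dye fluorescence, kinetic read | benchmarks = low control EC20 acetylcholine (0%), high control EC100 acetylcholine (100%)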
CHRM5 agonist: agonists of human muscarinic M5 receptor (CHRM5). P08912. CHO-K1 hM5 cells, Fluo-8 calcium fluorescence; 0% DMSO wells, 100% maximal acetylcholine response. activation, % at 3 µM. 0.19% of 360,000 active. AID 624037;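 active = activation above the run's mean over test compounds plus 3 SD, cut at about 23% in these data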;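 note: signal is peak over basal fluorescence ratio across the kinetic read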
M1 ag parental: M1 agonist counterscreen hit in parental CHO-K1 cells; AID 602248; Fluo-8 calcium fluorescence; scaled to maximal ATP response, vehicle zero; 0.48% of 360,000 active; activation, % at 3 µM; in the data active = activation above about 15%;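 note: untransfected CHO-K1 host cells lacking M1 receptor as counterscreen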
M4 antag: blocks acetylcholine activation of human M4 receptor | inhibition, % at 3 µM | 0.73% of 360,000 active | CHO-hM4 cells, ACh EC80, Fluo-8 calcium fluorescence | AID 624125;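 active = inhibition above its plate's cutoff, the mean inhibition of sample wells plus 3 SD, cut at about 27% in these data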;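 note: 0% = acetylcholine EC80 with DMSO and 100% = DMSO without agonist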
CHRM4 PAM: CHRM4 positive allosteric modulation; CHO-K1 hM4/Gqi5, Fluo-8 calcium fluorescence, ACh EC20; 0% = ACh EC20, 100% = maximal ACh; activation, % at 3 µM; P08173; 0.4% of 360,000 active;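 active = activation above its plate's cutoff, the mean activation of sample wells plus 3 SD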; note: some results filed as inactive read as strong as hits
CHRM5 antagonist: CHRM5 antagonism in calcium assay. P08912. inhibition, % at 3 µM. 0.59% of 360,000 active. CHO-hM5 cells, Fluo-8 calcium fluorescence, ACh EC80;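 active = inhibition above a per-plate cutoff, the mean of that plate's test compounds plus 3 SD, cut at about 27% in these data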;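 note: 0% = acetylcholine EC80 with DMSO and 100% = DMSO without agonist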
CHO-K1 Ca PAM: M1 PAM counterscreen hit in parental CHO-K1 cells; ATP EC20, Fluo-8 calcium fluorescence; 0% at ATP EC20, 100% at ATP max; activation, % at 3 µM; 0.02% of 360,000 active; AID 602247;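 active = activation above the run cutoff, the mean activation of all test compounds plus 3 SD, cut at about 40% in these data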;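 note: peak over basal fluorescence ratio in a 140 s read after ATP addition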
The depositor's hits bear a star.

SMILES | CHO-K1 Ca antag | CHRM4 agonist | M5 PAM | CHRM5 agonist | M1 ag parental | M4 antag | CHRM4 PAM | CHRM5 antagonist | CHO-K1 Ca PAM
CC(CNS(=O)(=O)c1ccc2c(c1)CC(=O)N2C)c1ccccc1 (configuration not stated) | -7 | 1 | -5 | 3 | 3.3 | 5 | -8 | 10 | -4
CCc1[nH]nc2c1C(Cc1ccccc1)C(C#N)=C(N)O2 (configuration not stated) | -3 | 1 | -11 | -5 | 0.1 | 23 | -22 | 9 | 5
CS(=O)(=O)N1CCCC(C(=O)Nc2ccccc2F)C1 (configuration not stated) | -4 | 2 | 2 | 2 | 0.4 | 1 | 6 | 5 | -9
CC(C)OC(=O)N(C)C[C@@H]1OCc2cnnn2CCCC(=O)N([C@@H](C)CO)C[C@@H]1C | -6 | 1 | 2 | 0 | 0.3 | -13 | 9 | 0 | 12
CSc1ccccc1C(=O)Nc1ccc(S(=O)(=O)NC2=NCCCCC2)cc1 | -14 | 0 | 8 | 1 | 0.6 | -3 | 6 | 4 | 12
O=c1c2cc(N3CCOCC3)ccc2[nH]c(=S)n1Cc1cccc(Cl)c1 | -2 | 1 | -4 | -1 | 0.0 | -1 | -1 | -1 | -6
COc1ccc(C(=O)OCn2nnc3ccccc3c2=O)cc1 | -9 | 2 | -8 | -5 | 1.1 | 3 | -3 | 2 | -4
O=C(N1CCOCC1)N1CCN(C(=O)N(c2ccccc2)c2ccccc2)CC1 | -11 | 1 | 2 | 3 | 0.6 | -1 | 6 | -6 | 9
COc1ccc2c(c1)c(C(=O)N/N=C/c1cccs1)c(C)n2C | -5 | 1 | 0 | -3 | 0.2 | -1 | -5 | 4 | 8
CC1(C(=O)NS(=O)(=O)c2ccc(F)cc2F)CCN1C(=O)CC(c1ccccc1)c1ccccc1 (configuration not stated) | -13 | 0 | -3 | 0 | -0.1 | 2 | 1 | 9 | 18
Cc1nn(-c2ccccc2)c(Cl)c1C(=O)NCC(=O)O | -12 | 1 | 5 | 1 | 0.1 | -19 | 14 | -9 | 30
CCc1nnc(NC(=O)CN2CCN(S(C)(=O)=O)CC2)s1 | -14 | 1 | 1 | 0 | 1.0 | 8 | -2 | 9 | 13
O[C@H]1C[C@H](c2ccc(Cl)cc2)N(Cc2cccs2)C[C@@H]1n1cc(C2CC2)nn1 | -27 | 0 | 2 | 3 | 2.0 | -2 | 5 | 3 | 47*
Cc1ccc(C)c(C(=O)NCCN(C)C)c1 | -1 | 0 | 4 | 0 | 1.2 | 1 | 7 | -1 | 20
Nc1c(C(=O)C2CC2)sc2nc(-c3cccs3)cc(C(F)(F)F)c12 | 10 | 3 | 6 | 1 | 7.5 | 12 | 6 | 19 | 12

Results in M5 PAM, CHRM4 agonist and CHRM5 antagonist, for some of the entries so far:
structure	M5 PAM	CHRM4 agonist	CHRM5 antagonist
CCc1[nH]nc2c1C(Cc1ccccc1)C(C#N)=C(N)O2 (configuration not stated)	-11	1	9
Nc1c(C(=O)C2CC2)sc2nc(-c3cccs3)cc(C(F)(F)F)c12	6	3	19
CC1(C(=O)NS(=O)(=O)c2ccc(F)cc2F)CCN1C(=O)CC(c1ccccc1)c1ccccc1 (configuration not stated)	-3	0	9
O[C@H]1C[C@H](c2ccc(Cl)cc2)N(Cc2cccs2)C[C@@H]1n1cc(C2CC2)nn1	2	0	3

Other entries.
SMILES | CHO-K1 Ca antag | CHRM4 agonist | M5 PAM | CHRM5 agonist | M1 ag parental | M4 antag | CHRM4 PAM | CHRM5 antagonist | CHO-K1 Ca PAM
COc1ccc(NC(=O)CN(Cc2ccccc2)Cc2ccccc2)cc1S(N)(=O)=O | -7 | 4 | -5 | 4 | 1.9 | -2 | -1 | 0 | 14
Cc1ccccc1-c1cc2nc(NCCCN(C)C)n(C)c(=O)c2s1 | -7 | 1 | -2 | -2 | 0.1 | -5 | 1 | 4 | 1
O=C1/C(=C\c2ccccc2)CN(C(=O)CCN2CCCCC2)C/C1=C/c1ccccc1 | 2 | 4 | -3 | -10 | 2.0 | 20 | -10 | 8 | 10
CN1OC[C@@H]2CN[C@H](c3cccc(N4CCOCC4)c3)C[C@@H]21 | 4 | 1 | 0 | 1 | 0.8 | -8 | 7 | 4 | 16
O=C1c2cccc(-c3ccc(C(F)(F)F)cc3)c2C2CC=CCN12 (configuration not stated) | 3 | -3 | -2 | 4 | 0.3 | -2 | -2 | 1 | 20
Cc1ccc(S(=O)(=O)NCCC(c2ccc(F)cc2)c2ccco2)cc1 (configuration not stated) | -17 | -1 | -9 | -4 | -0.1 | -1 | -5 | -3 | 23
Cc1cccc(-c2ccc3c(c2)C2CC3CCN2Cc2ccc3c(c2)OCO3)c1 (configuration not stated) | -7 | 5 | 0 | 0 | 0.9 | 0 | -2 | -1 | 7
C=CCn1c(-c2cccnc2Cl)nc2ccccc21 | -5 | 0 | 5 | -4 | -0.1 | 3 | 9 | 4 | 18
CCOC(=O)N1CCC(NC(=O)CCC(=O)N2CCOc3ccc(C)cc32)CC1 | -3 | 0 | -4 | -2 | -0.2 | -12 | 7 | -11 | 9
O=C(Nc1ccc(N2CCN(C(=O)c3ccccc3)CC2)cc1)c1cccs1 | -13 | 7 | -7 | 0 | 2.7 | 6 | 3 | 3 | 5
CCOC(=O)[C@]12CCC=C1N(Cc1ccc3c(c1)OCO3)C(=O)[C@H](CC(=O)NCc1ccc(OC)c(OC)c1)C2 | -28 | 3 | -1 | 1 | 0.9 | -8 | 1 | 0 | 16
Cc1cc(C)c(S(=O)(=O)N2CCCC2CNC(=O)c2ccc3c(c2)OCO3)c(C)c1 (configuration not stated) | -3 | 7 | -10 | -5 | 0.9 | -6 | 7 | 10 | 8
CNC(=O)C(=O)N/N=C/c1ccccn1 | -2 | 1 | -1 | 0 | 15 | -8 | 2 | -15 | 18
O=C1NC(Cc2ccccc2)c2nc3ccc(Cl)cc3c(=O)n2-c2cc3ccccc3cc21 (configuration not stated) | -6 | 2 | -2 | -1 | 0.7 | -12 | -2 | -10 | 7
O=c1[nH]c2cc3c(cc2cc1CN(CC1CCCO1)S(=O)(=O)c1ccccc1)OCCO3 (configuration not stated) | -21 | 3 | -4 | 1 | 1.2 | 8 | -1 | -2 | 6
COc1ccc(N2CCN(C(=O)Cn3nnc(-c4cccs4)n3)CC2)cc1 | 5 | 2 | 0 | 5 | 0.6 | 3 | 0 | 0 | -14
CCc1ccc(NC(=O)C2CCN(c3c(N4CCCC4)c(=O)c3=O)CC2)cc1 | -11 | 1 | 4 | -1 | 0.1 | -1 | -2 | -2 | -7
Cc1[nH]n(C2=NCCS2)c(=O)c1N=Nc1ccccc1 | 0 | 2 | -9 | -5 | 0.0 | -1 | 7 | 19 | -5
N=c1c(C(=O)NCc2ccco2)cc2c(=O)n3ccccc3nc2n1Cc1ccccc1 | -7 | 1 | -2 | -3 | -0.3 | 5 | -2 | -4 | 8
COc1ccc(C(=O)Nc2ccc3ccccc3n2)c(OC)c1OC | -12 | 9 | -13 | 1 | 3.2 | -6 | -3 | 14 | 9
Cc1cc(NN)nc(NS(=O)(=O)c2ccc(Cl)cc2)n1 | -7 | -1 | -10 | -4 | -0.1 | 1 | -2 | 7 | 2
Cc1ccc(S(=O)(=O)NCCN2CCOCC2)cc1C | -8 | 2 | 0 | 0 | 0.0 | -14 | 5 | -7 | -4
CC(C)(C)[C@H]1C=C(C(=O)NCc2ccccc2)O[C@@H](OCc2ccc(CO)cc2)C1 | -13 | -2 | -13 | 0 | -0.7 | 2 | 0 | 27* | 11
O=C(NCCS(=O)(=O)NCc1ccccc1Cl)c1ccc2c(c1)OCO2 | 5 | 3 | -3 | 0 | 0.2 | 3 | 4 | 8 | -10
CCN(CC(=O)Nc1cc(Cl)ccc1C)C(=O)CCOc1ccccc1C | 0 | -1 | -8 | -3 | -0.5 | 4 | 2 | 16 | -4
Cc1cc(N2CCCC2)ccc1/C=N/n1cnnc1 | -5 | 2 | -8 | 3 | 1.3 | -5 | -6 | -4 | 6
CC1(C)CC(OC(=O)c2ccccc2)CC(C)(C)N1 | -2 | 0 | -4 | -4 | 0.9 | -11 | 7 | 9 | 14
O=C(O)CN1C(=O)COc2cc(S(=O)(=O)N3CCCC3)ccc21 | -6 | 1 | -3 | 1 | 0.5 | -10 | 9 | -2 | 28
CCOC(=O)C1(C)CCCN1C(=O)c1ccc(C(F)(F)F)nc1C (configuration not stated) | 5 | 0 | -1 | 1 | -0.2 | -1 | 1 | 3 | -2
COc1ccc(NC(=O)C(C)N(c2ccc(C)cc2)S(C)(=O)=O)c(OC)c1 (configuration not stated) | -2 | 1 | -4 | -1 | 0.4 | 6 | 0 | -1 | 8
O=C(CSc1cccs1)Nc1ccc(Cl)cc1 | 19 | 0 | -12 | -5 | -0.3 | 3 | -31 | 16 | -29
NCCNc1ccc([N+](=O)[O-])c(Sc2nc3ccccc3[nH]2)c1 | -3 | -1 | -5 | -4 | -0.6 | 11 | -1 | 2 | 5
CC(OC(=O)c1cnc(Cl)c(Cl)c1)C(=O)NCc1ccccc1 (configuration not stated) | -20 | 2 | 0 | 4 | 2.7 | -4 | 7 | 12 | 16
O=C(CN1C(=O)/C(=C/c2ccccc2)SC1=S)NNC(=O)c1ccccc1O | -6 | 1 | -3 | 2 | 0.5 | 0 | -5 | 10 | 3
COCCNC(=S)N/N=C(\C)c1ccc(Cl)s1 | -9 | 1 | 0 | -19 | 1.5 | -4 | -8 | 10 | 10
COc1ccc(C(=O)Nc2sc(C(=O)N(C)C)c(C)c2C#N)cc1[N+](=O)[O-] | 8 | 4 | 4 | 8 | 0.3 | 6 | 13 | -2 | -6
O=C1NC(=O)c2c(Br)c(Br)c(Br)c(Br)c21 | -5 | 1 | -1 | 1 | -0.5 | -3 | 3 | 8 | 9
CCc1ccc(N(C(=O)CNC(=O)c2ccco2)C(C(=O)NC2CCCC2)c2cccnc2)cc1 (configuration not stated) | -16 | 1 | -1 | -2 | 0.6 | 4 | 0 | 12 | 9
O=C(Nc1ccccc1)c1nc[nH]c1C(=O)NCc1ccccc1 | -12 | 0 | 5 | -1 | 1.6 | -3 | 14 | 7 | 25
CC(C)C(=O)NC(=S)Nc1ccccc1C(=O)NC1CCCCC1 | -6 | 0 | -2 | -2 | 0.4 | 10 | 5 | 3 | 15
Cn1c(=O)c2cc(NC(=O)NCCc3cccs3)ccc2n1-c1ccc(C(C)(C)C)cc1 | 2 | 0 | 3 | 0 | 0.8 | -4 | -5 | -8 | 7
CC(C)(C)NC(=O)Cn1c(SCC(=O)NC2CCCCC2)nc2ccccc21 | 2 | 1 | -4 | 2 | 0.7 | 2 | -2 | 8 | 1
CC1CCCCN1CCCNc1ccc(C(CC(N)=O)NC(=O)Cc2ccc(Cl)cc2)cc1[N+](=O)[O-] (configuration not stated) | -3 | 0 | 0 | -3 | 0.0 | -1 | 2 | 8 | -12
CCS(=O)(=O)N1CCC(C(=O)OCC(=O)c2ccc(Br)cc2)CC1 | 0 | 3 | 2 | 1 | 1.3 | 3 | -2 | 2 | 16
CCOc1ccc(N/C=C/C(=O)c2cc(OC)c(OC)c(OC)c2)cc1 | -10 | 1 | 3 | 1 | 0.1 | -13 | 7 | -1 | 8

In another format: 2 of the compounds above
compound	CHO-K1 Ca antag	CHRM4 agonist	M5 PAM	CHRM5 agonist	M1 ag parental	M4 antag	CHRM4 PAM	CHRM5 antagonist	CHO-K1 Ca PAM
CCS(=O)(=O)N1CCC(C(=O)OCC(=O)c2ccc(Br)cc2)CC1	0	3	2	1	1.3	3	-2	2	16
CCOc1ccc(N/C=C/C(=O)c2cc(OC)c(OC)c(OC)c2)cc1	-10	1	3	1	0.1	-13	7	-1	8
